Screens deposited in PubChem BioAssay by The Scripps Research Institute Molecular Screening Center.
pPAFAH inh = pPAFAH (human) enzyme inhibition; recombinant pPAFAH, FP-rhodamine probe fluorescence polarization; inhibition, % at 3.39 µM; 1.5% of 330,000 active; AID 463082;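 active = inhibition above the mean inhibition across the screen plus 3 SD, cut at about 25% in these data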;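 also: inhibitors block binding of the rhodamine activity-based probe so polarization drops; 0% = enzyme with DMSO and 100% = wells lacking pPAFAH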
PAFAH1B2 inh = inhibitors of human PAFAH1B2; inhibition, % at 3.39 µM; AID 492953; 1.2% of 340,000 active; P68402; recombinant PAFAH1B2, FP-rhodamine activity probe, fluorescence polarization;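 active = inhibition above the mean of all tested compounds plus 3 SD, cut at about 24% in these data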;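 also: 0% = enzyme with DMSO and 100% = wells lacking PAFAH1B2; many of its hits are not listed in these tables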
Target sequence (P68402 whole entry, looked up): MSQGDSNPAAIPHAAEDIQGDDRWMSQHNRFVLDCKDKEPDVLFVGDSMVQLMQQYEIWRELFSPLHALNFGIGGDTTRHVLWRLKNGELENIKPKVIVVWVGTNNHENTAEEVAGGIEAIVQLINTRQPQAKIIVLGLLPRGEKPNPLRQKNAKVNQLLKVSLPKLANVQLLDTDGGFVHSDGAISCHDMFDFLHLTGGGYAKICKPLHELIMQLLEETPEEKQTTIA
PAFAH1B3 inh = inhibitors of human PAFAH1B3. recombinant PAFAH1B3, FP-rhodamine probe, fluorescence polarization. 0.28% of 340,000 active. inhibition, % at 3.39 µM. Q15102;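 active = inhibition above the screen-wide average of all tested compounds plus 3 SD, cut at about 25% in these data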;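 also: 0% = enzyme with DMSO only and 100% = wells lacking PAFAH1B3 protein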
Target sequence (Q15102 whole entry, looked up): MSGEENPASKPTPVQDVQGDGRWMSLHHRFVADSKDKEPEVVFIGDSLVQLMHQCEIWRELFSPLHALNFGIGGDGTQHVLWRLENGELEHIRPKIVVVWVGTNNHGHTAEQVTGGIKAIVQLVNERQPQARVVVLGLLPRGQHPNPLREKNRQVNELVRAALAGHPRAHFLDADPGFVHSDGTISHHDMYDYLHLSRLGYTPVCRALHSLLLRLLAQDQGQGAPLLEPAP
LYPLA2 counter = blocks human lysophospholipase 2, a PME1 counter-screen | 0.38% of 320,000 active | recombinant LYPLA2, FP-Rh probe fluorescence polarization | inhibition, % at 5.9 µM | O95372;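 active = inhibition above the screen-wide mean plus 3 SD, limit set per campaign, cut at about 26% in these data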;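 also: 0% = LYPLA2 with DMSO and 100% = wells lacking LYPLA2 enzyme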
LYPLA1 counter = blocks human lysophospholipase 1, a PME1 counter-screen. recombinant LYPLA1, FP-Rh probe fluorescence polarization. O75608. inhibition, % at 5.9 µM. AID 2174. 0.16% of 320,000 active;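 active = inhibition above the mean of all tested compounds plus 3 SD, set per campaign, cut at about 14% in these data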;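 also: inhibitors block serine hydrolase probe labeling of LYPLA1 so polarization falls; 0% = enzyme with DMSO and 100% = wells lacking LYPLA1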
GSTO1 counter = GSTO1 inhibition, counter-screen for RBBP9 inhibitors; recombinant GSTO1, activity-based probe fluorescence polarization; inhibition, % at 5.96 µM; P78417; AID 1974; 1.1% of 300,000 active;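 active = inhibition above the campaign mean inhibition plus 3 SD, cut at about 35% in these data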;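 also: 0% = GSTO1-1 with DMSO and 100% = wells lacking GSTO1-1 enzyme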
Target sequence (P78417 whole entry, looked up): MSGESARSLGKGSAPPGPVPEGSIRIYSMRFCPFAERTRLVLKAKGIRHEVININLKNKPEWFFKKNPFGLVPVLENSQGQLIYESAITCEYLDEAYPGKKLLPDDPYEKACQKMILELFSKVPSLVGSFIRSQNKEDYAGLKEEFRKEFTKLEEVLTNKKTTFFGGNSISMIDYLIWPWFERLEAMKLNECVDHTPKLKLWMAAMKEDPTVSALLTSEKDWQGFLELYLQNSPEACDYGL
PME-1 inh = PME-1 (human) inhibition. Q9Y570. recombinant PME-1, FP-Rh probe fluorescence polarization. inhibition, % at 5.9 µM. 0.53% of 320,000 active;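 active = inhibition above the campaign mean of all compounds plus 3 SD, cut at about 26% in these data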;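 also: competitive labeling of PME-1 active site by serine hydrolase directed probe; 0% = PME-1 with DMSO and 100% = wells lacking PME-1 enzyme; inhibitors block probe labeling so polarization falls and inhibition rises; many of its hits are not listed in these tables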
Target sequence (Q9Y570 whole entry, looked up): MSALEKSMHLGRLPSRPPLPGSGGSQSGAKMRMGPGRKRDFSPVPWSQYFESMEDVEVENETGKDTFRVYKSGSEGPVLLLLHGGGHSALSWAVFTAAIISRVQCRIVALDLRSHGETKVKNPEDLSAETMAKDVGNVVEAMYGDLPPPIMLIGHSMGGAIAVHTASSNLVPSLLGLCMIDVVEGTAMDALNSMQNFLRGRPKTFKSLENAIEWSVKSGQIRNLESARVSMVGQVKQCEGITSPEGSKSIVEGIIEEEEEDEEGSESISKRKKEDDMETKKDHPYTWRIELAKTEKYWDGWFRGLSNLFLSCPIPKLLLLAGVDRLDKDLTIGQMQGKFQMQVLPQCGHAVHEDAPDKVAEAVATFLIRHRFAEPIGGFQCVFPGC
PAD4 FP inh = inhibitors of human PAD4 | 0.41% of 330,000 active | inhibition, % at 6.36 µM | Q9UM07 | AID 485272 | recombinant PAD4, RCA probe fluorescence polarization;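 active = percent inhibition above a cutoff equal to the mean of all tested compounds plus 3 SD, cut at about 15% in these data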;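 also: 0% = PAD4 with RCA probe and DMSO and 100% = probe without PAD4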
PREPL inh = inhibitors of human prolyl oligopeptidase-like enzyme PREPL | recombinant PREPL, fluorescence polarization activity-based probe | inhibition, % at 5.96 µM | 0.68% of 320,000 active | AID 2751; in the data active = inhibition above about 43%;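 also: 0% = enzyme with DMSO and 100% = wells lacking enzyme; many of its hits are not listed in these tables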
* marks the source's active call; other numbers are inactive results; x = not tested or not shown. This is a subset; rates above refer to the full screens.

SMILES	pPAFAH inh	PAFAH1B2 inh	PAFAH1B3 inh	LYPLA2 counter	LYPLA1 counter	GSTO1 counter	PME-1 inh	PAD4 FP inh	PREPL inh
CCOc1ccc(C(=O)OC2CCCN(C)C2)cc1 (configuration not stated)	4	4	4	9	0	5	3	3	-4
Cn1nc(-c2ccc(Cl)cc2)nc2c(=O)n(C)c(=O)nc1-2	5	x	x	90*	85*	91*	37*	75*	44*
CC(=O)Nc1c(F)cc(Br)cc1F	5	4	6	5	1	1	2	3	-6
COC(=O)Nc1nc(-c2ccccc2)c(C(=O)c2ccccc2)s1	0	17	-3	3	0	-34	-1	-5	-6
C=C(C)C(=O)Nc1cccc(C2=NOC3(C2)C[C@H](C(N)=O)N(C(=O)COc2ccc(Cl)cc2)C3)c1 (some centres not stated)	11	3	12	6	0	-3	-4	-2	-1
COc1cc(OC)c2cc(C(=O)N[C@H](C(=O)N3CCC[C@H]3C(=O)O)C(C)C)n(C)c2c1	-2	-1	1	-4	2	3	1	3	8
CCSc1nnc(NC(=O)CN2C(=O)C3CC=CCC3C2=O)s1 (configuration not stated)	1	-9	1	-2	-7	4	2	-2	-1
CCCCn1c(SCC(=O)N2CCC(C(=O)OCC)CC2)nc2cc(S(N)(=O)=O)ccc21	6	-3	0	9	4	1	2	-1	-3
O=C(CSc1nc2c(c(=O)n1-c1ccc(Cl)cc1)SCC2)N1CCOCC1	-1	1	-1	5	-3	6	-2	-2	13
CCN(CC)CCCN1C=C2C(=O)C(C)(OC(=O)CCc3ccccc3)C(=O)C=C2C=C1c1ccc(C#N)cc1 (configuration not stated)	14	6	12	7	-1	16	7	-14	43*
CCC(C)NC(=O)c1ccc(C2SCC(=O)N2Cc2ccccc2)cc1 (configuration not stated)	-2	-2	10	6	0	4	-1	-1	15
CCS(=O)(=O)Nc1cccc(-c2cn3c(n2)SCC3)c1	-1	2	10	1	-1	-8	5	3	-4
COc1ccc(/C(N)=N/OC(=O)CCCN2C(=O)c3ccccc3C2=O)cc1OC	3	1	-6	3	3	-5	-1	-1	-3
COc1ccc(N2C(=O)Cc3ccccc3C2=O)cc1	2	2	9	2	0	-2	0	-7	-6
COc1ccc(NC(=O)c2cc3c(=O)n(C)c4ccccc4c3n2C)cc1Cl	0	2	5	-4	-3	8	-4	-1	-1
O=C(Oc1ccccc1)N1CCCC1	-3	-2	-6	-1	-1	2	-4	-1	-3
C=CCN1C(=O)c2ccc(C(=O)NCC(=O)Nc3c(C)cc(C)cc3C)cc2C1=O	-6	10	2	0	-2	x	-4	4	15
Oc1ccc(Br)cc1-c1cc(-c2ccccc2)n[nH]1	6	-3	-10	-44	-28	-7	-28	-8	13
CC(NC(=O)C1CCC(CNc2c(N3CCCCC3)c(=O)c2=O)CC1)c1ccccc1 (configuration not stated)	3	2	4	1	2	1	7	0	-4
COc1ccc(N(CC(=O)NC2CCCCC2)C(=O)CNC(=O)c2ccco2)cc1	-1	0	-3	-1	-3	4	2	0	11
CC(C)C(=O)OC1CCS(=O)(=O)c2sccc21 (configuration not stated)	0	5	3	1	-2	4	-3	-6	6
O=C(CSc1nc2nc(-c3cccs3)cc(C(F)(F)F)c2c(=O)[nH]1)NCc1ccco1	2	5	-4	-3	-1	-67	4	4	23
CCS(=O)c1scc(-c2ccc(Cl)cc2)c1C#N (configuration not stated)	-2	4	6	6	-5	18	2	3	3
Cc1cc(C)n(Cc2ccc(NC(=O)c3ccc(COc4ccccc4Br)cc3)cc2)n1	-39	-14	-20	-47	-26	-13	-42	0	-10
COc1ccc(OC)c(C2C(C(C)=O)=C(O)C(=O)N2CCC(=O)O)c1 (configuration not stated)	6	-2	10	8	3	-5	1	-3	4
CN(c1ccccc1)S(=O)(=O)c1cccc(NC(=O)c2cncc(Br)c2)c1	-1	3	-1	-10	-6	-14	3	1	4
CCCCn1nc(C(=O)Nc2c(C)n(C)n(-c3ccccc3)c2=O)c2ccccc2c1=O	0	-5	2	3	2	x	0	-7	-4
CCN1CCN(CC(=O)Nc2cc(C)c(C)cc2[N+](=O)[O-])CC1	-2	1	0	-7	0	6	2	2	3
COc1ccccc1NS(=O)(=O)c1cccc(C(=O)OCC(=O)NC2CC2)c1	24	-2	3	5	2	4	0	3	-8
O=C(CSc1ccc([N+](=O)[O-])cc1)NNC(=O)c1ccccc1F	2	20	-3	3	3	3	-3	-3	1
O=P(COCCOCCOCP(=O)(c1ccccc1)c1ccccc1)(c1ccccc1)c1ccccc1	4	5	5	1	0	-2	5	0	3
O=C(NCCc1ccccc1)C(c1ccccc1)N(C(=O)c1csnn1)C1CC1 (configuration not stated)	3	1	5	-7	-3	3	0	3	9
CSc1ncccc1C(=O)OCC(=O)c1cc2ccccc2o1	7	-1	4	3	-3	-2	-11	-3	13
Cc1cc(C(=O)Nc2ccncc2)c2ccccc2n1	-6	0	8	-6	-5	2	0	5	1
O=C(/C=C/c1ccncc1)c1cc(Cl)ccc1O	1	3	11	2	-1	9	10	-5	19
COC(=O)c1ccccc1NC(=O)c1ccc(COc2ccc(C)c(C)c2)o1	-2	1	-3	-7	-7	-11	-12	-5	5
S=C(Nc1ccccc1)N1CCC(Cc2ccccc2)CC1	7	5	-1	-7	-5	8	-1	-1	22
O=S(=O)(NCc1ccco1)N1CCOCC1	0	-3	9	1	1	-3	1	7	-2
C[C@@H]1CN(C(=O)c2nc3ccc(Cl)cn3c2CNCC[C@@H]2C[C@@H]3C=C[C@H]2C3)C[C@H](C)O1	5	1	3	2	0	-1	1	-2	-10
CC(=O)OC1CC(c2cc(C(C)(C)C)c(O)c(C(C)(C)C)c2)=NO1 (configuration not stated)	5	3	7	-3	1	-10	-2	0	-3

6 structures from above, sorted by formula weight, ascending.
SMILES	pPAFAH inh	PAFAH1B2 inh	PAFAH1B3 inh	LYPLA2 counter	LYPLA1 counter	GSTO1 counter	PME-1 inh	PAD4 FP inh	PREPL inh
O=C(/C=C/c1ccncc1)c1cc(Cl)ccc1O	1	3	11	2	-1	9	10	-5	19
CC(=O)OC1CC(c2cc(C(C)(C)C)c(O)c(C(C)(C)C)c2)=NO1 (configuration not stated)	5	3	7	-3	1	-10	-2	0	-3
COC(=O)c1ccccc1NC(=O)c1ccc(COc2ccc(C)c(C)c2)o1	-2	1	-3	-7	-7	-11	-12	-5	5
O=C(NCCc1ccccc1)C(c1ccccc1)N(C(=O)c1csnn1)C1CC1 (configuration not stated)	3	1	5	-7	-3	3	0	3	9
C[C@@H]1CN(C(=O)c2nc3ccc(Cl)cn3c2CNCC[C@@H]2C[C@@H]3C=C[C@H]2C3)C[C@H](C)O1	5	1	3	2	0	-1	1	-2	-10
O=P(COCCOCCOCP(=O)(c1ccccc1)c1ccccc1)(c1ccccc1)c1ccccc1	4	5	5	1	0	-2	5	0	3

Continuation:
SMILES	pPAFAH inh	PAFAH1B2 inh	PAFAH1B3 inh	LYPLA2 counter	LYPLA1 counter	GSTO1 counter	PME-1 inh	PAD4 FP inh	PREPL inh
COC(=O)c1c(NC(=O)COC(=O)c2ccc(Cl)cc2[N+](=O)[O-])sc2c1CCCCC2	3	-2	1	1	-3	5	-2	-9	7
CCOC(=O)c1c(NC(=O)C2CCCCC2)sc2c1CCN(CC)C2	-2	7	-1	-4	-1	-2	6	-2	9
COc1ccc(CNC(=O)CSc2nc3ccc(C)cc3[nH]2)cc1OC	0	2	3	4	3	-5	0	1	14
c1ccc(COc2cccc(CNCc3cccnc3)c2)cc1	-1	8	3	7	2	-1	0	-2	-17
Cc1cccc(NC(=S)NCC(c2cccnc2)N2CCOCC2)c1C (configuration not stated)	0	-7	8	3	0	1	4	-1	6
CC1CC(=O)c2cn3c(nc2C1)nc1ccccc13 (configuration not stated)	5	0	-3	-1	-3	5	-1	4	6
O=C(NC1CCCCC1)C1CCCN(S(=O)(=O)c2cccc3cccnc23)C1 (configuration not stated)	-4	7	-3	-6	-3	10	2	-2	17
COc1ccccc1[C@@H]1C(c2ccc(F)cc2)=NN(c2ccccc2)[C@H]1C(=O)N1CCOC1=O	10	1	4	1	-3	4	5	0	3
CC(=O)c1ccc(NC(=O)CSc2n[nH]c(-c3cccnc3)n2)cc1	1	-1	-1	12	1	-1	0	2	15
COC(=O)C1CC(O)CN1C(=O)NC1CCCCC1 (configuration not stated)	1	x	x	3	-4	4	-2	-1	7
CN(CC(=O)N1CCN(Cc2ccccc2)CC1)C(=O)Cc1cccc2ccccc12	-6	-2	-1	4	1	x	-5	-4	20
CCn1c(C)cs/c1=N\S(=O)(=O)c1ccccc1	7	3	11	1	0	2	-4	-1	-2
O=C(CSCc1c(Cl)cccc1Cl)NN=C1CCCC1	4	4	11	5	-2	4	-8	2	-68
CC(NC(=O)CCc1ccc(S(=O)(=O)NC2CCCCC2)cc1)c1ccccc1 (configuration not stated)	11	6	-1	2	1	-1	1	-8	7
OCC1(Cc2cccc(Cl)c2)CCCN(Cc2sc(N3CCCC3)nc2Cl)C1 (configuration not stated)	-15	2	0	-5	-1	0	6	0	7
O=C(NCc1ccco1)c1sc(=S)n2c1[nH]c(=O)c1ccccc12	47*	18	19	10	2	-77	16	-4	26
COc1ccccc1C(=O)NC(=O)COC(=O)c1ccc(Cl)cc1[N+](=O)[O-]	-4	-1	1	-3	-3	5	2	1	13
Cn1nnnc1Sc1ccc(C(=O)O)cc1[N+](=O)[O-]	0	5	2	0	-3	6	-5	-1	-13
COc1cc(OC)c(C2SCCN2S(=O)(=O)c2ccc(F)cc2)cc1OC (configuration not stated)	0	6	10	6	2	-2	3	2	1
CCCCn1c(=N)n(CC(O)COc2cccc(C)c2)c2ccccc21 (configuration not stated)	3	3	2	6	1	-1	-5	2	7
CC(C)CC(=O)Nc1ccc(S(=O)(=O)NCc2ccco2)cc1	3	-1	3	6	-2	2	-5	-3	8
Cc1ccc(S(=O)(=O)N2CCOCC2)cc1C(=O)OCC(=O)Nc1ccc2c(c1)OCO2	4	3	8	10	4	1	6	6	12
COCc1cc(C)nc(Nc2cc(C)ccc2C)c1C#N	2	6	8	-3	-1	5	-1	2	-1
Cc1cc(OC(=O)c2cccc(C(F)(F)F)c2)c([N+](=O)[O-])c(=O)[nH]1	-1	1	7	-1	5	7	-8	-1	-5
CNC(=O)/C(C#N)=C\c1ccc(CNS(=O)(=O)c2ccccc2)o1	-1	5	6	8	4	2	2	0	12
CCCCNC(=O)CCc1nc2cccnc2n1Cc1ccc(OC)cc1	0	-3	0	2	0	0	-4	2	8
Cc1c(NC(=S)NC(=O)CC(C)C)c(=O)n(-c2ccccc2)n1C	1	5	0	1	5	-8	2	-4	-1
CCCCn1c(N)c(N(CCOC)C(=O)c2ccc(-c3ccc([N+](=O)[O-])cc3)o2)c(=O)[nH]c1=O	11	5	9	12	2	3	5	0	11
O=C(Cn1ccc([N+](=O)[O-])n1)NCCc1c[nH]c2ccccc12	6	3	3	-4	0	-5	1	-3	9
CCNC(=S)N(CCc1c(C)[nH]c2ccc(C)cc12)Cc1cccnc1	8	8	6	4	1	3	7	-5	9
COc1ccc(OCC(=O)N/N=C/c2ccc(N(C)C)cc2)cc1	6	-2	5	0	-1	-3	-3	-5	4
Cc1cc(C)n2c(SC/C(O)=C(\C#N)c3nc4ccccc4[nH]3)nnc2n1	35*	5	4	-2	-2	23	10	0	22
CC(NC(=O)C1CCC(C(C)(C)C)CC1)C(c1ccccc1)N1CCOCC1 (configuration not stated)	-2	-5	7	-1	-2	9	-3	-4	3
O=S(=O)(N/N=C\c1ccc2c(c1)OCO2)c1ccc(Cl)cc1	2	10	-6	7	-1	17	2	6	11
CN1CCCN(Cc2cccc3ccccc23)CC1	-9	1	5	5	1	-4	-2	-1	-8
